CRFBP-R2 block = antagonists of CRF-BP/CRF-R2 complex, primary screen, cell-based, HEK293, calcium dye fluorescence, uHTS; CRF-induced calcium fluorescence; inhibition, % at 11.8 µM; 350,000 tested, 0.59% active; AID 588475, 2011;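 active means inhibition of the ligand-induced calcium signal above about 50% at the single tested concentration, limit read from the data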
MEKK2mut PB1 HTS = MEK5 binding signal on mutant MEKK2 PB1, primary screen, biochemical, multiplex bead flow cytometry, Alexa488-MEK5. Alexa488-MEK5 binding to MEKK2 mutant. 290,000 tested, 0.35% active. AID 1530, 2009. percent response, % at 10 µM; in the data active means percent response above about 24%, passing the limit was not always enough; further: inactives centre near 1; some results filed as inactive read as strong as hits
MEKK3 PB1 HTS = modulators of MEKK3-MEK5 PB1 binding, primary screen, biochemical, wildtype MEKK3, multiplex bead flow cytometry, Alexa488-MEK5; Mitogen-activated protein kinase kinase kinase 3 (Homo sapiens), Q99759; bead-based flow cytometry, Alexa488-MEK5 binding to MEKK3; actives lie on both sides; 0 = blocked by unlabeled MEK5, 100 = vehicle; binding response (% of control), % at 10 µM; 290,000 tested, 1.4% active; AID 1529, 2009;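 active means binding response more than 3 SD above or below the average of its plate-row segment, actives on both sides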;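 further: Alexa488 bead fluorescence after subtracting the streptavidin-only scavenger bead signal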
Target sequence (Q99759 whole entry, looked up): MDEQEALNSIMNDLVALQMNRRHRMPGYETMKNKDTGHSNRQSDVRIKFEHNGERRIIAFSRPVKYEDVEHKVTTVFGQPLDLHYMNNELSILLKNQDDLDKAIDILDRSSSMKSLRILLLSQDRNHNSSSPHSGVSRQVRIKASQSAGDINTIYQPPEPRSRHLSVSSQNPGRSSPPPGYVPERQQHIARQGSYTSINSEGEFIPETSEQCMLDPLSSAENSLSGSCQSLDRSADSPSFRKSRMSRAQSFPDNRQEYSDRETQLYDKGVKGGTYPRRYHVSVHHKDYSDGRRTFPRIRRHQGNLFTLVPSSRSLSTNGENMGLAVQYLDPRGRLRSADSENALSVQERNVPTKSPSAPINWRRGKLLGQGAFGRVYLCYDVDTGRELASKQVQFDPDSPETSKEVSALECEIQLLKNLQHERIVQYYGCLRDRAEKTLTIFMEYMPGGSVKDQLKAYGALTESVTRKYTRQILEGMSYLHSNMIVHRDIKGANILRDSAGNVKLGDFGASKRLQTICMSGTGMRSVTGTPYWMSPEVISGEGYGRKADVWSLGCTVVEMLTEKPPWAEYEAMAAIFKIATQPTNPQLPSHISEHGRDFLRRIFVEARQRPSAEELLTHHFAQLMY
DNA FID counter = compounds displacing fluorescent DNA intercalator, primary screen, artefact control for HCV NS3 helicase inhibitor project, biochemical, FID fluorescence. AID 1845, 2009. DNA fluorescent intercalator displacement. 290,000 tested, 0.17% active. inhibition, % at 7.9 µM; in the data active means inhibition above about 37%;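 further: 0% = vehicle and 100% = reference compound; higher means more ethidium bromide displaced from hairpin DNA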
MEKK2 WT-MEK5 = modulators of MEK5 binding to wildtype MEKK2, primary screen, biochemical, multiplex bead flow cytometry, Alexa488-MEK5 | Mitogen-activated protein kinase kinase kinase 2 (Homo sapiens), Q9Y2U5 | Alexa488-MEK5 binding to MEKK2 WT; actives lie on both sides | binding response (% of control), % at 10 µM | 290,000 tested, 1.1% active | AID 1531, 2009; in the data active means binding response below about 67% or above about 130%
SUMO HTRF inh = inhibitors of in vitro SUMOylation cascade, primary screen, biochemical, HTRF, uHTS; 290,000 tested, 0.36% active; HTRF SUMOylation assay, SAE1/SAE2 + UBC9; SUMO-conjugating enzyme UBC9 (Homo sapiens), P63279; inhibition, % at 35 µM; in the data active means inhibition above about 50%, passing the limit was not always enough; further: strong numbers were not always called active
Target sequence (P63279 whole entry, looked up): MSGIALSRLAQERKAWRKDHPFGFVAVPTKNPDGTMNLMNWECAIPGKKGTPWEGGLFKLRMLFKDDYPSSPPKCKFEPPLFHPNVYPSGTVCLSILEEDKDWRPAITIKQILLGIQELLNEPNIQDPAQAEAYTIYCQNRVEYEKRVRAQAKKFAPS
CRFBP-R2 agonist = agonists of CRF-BP/CRF-R2 complex, primary screen, cell-based, HEK293, calcium dye fluorescence, uHTS. 350,000 tested, 0.46% active. AID 588473, 2011. activation, % at 13.2 µM. CRF-binding protein / CRF receptor 2 complex (human). calcium dye fluorescence (FLIPR); percent of saturating CRF peptide response;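 active means activation of at least 50%, plus an integration ratio under a set limit after plate pattern correction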;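 further: plate controls were neutral control wells without compound for no effect and CRF at EC100 for full effect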
NS3 helicase inh = inhibitors of HCV NS3 helicase, primary screen, biochemical, Cy5 molecular beacon fluorescence | Hepatitis C virus NS3 helicase | AID 1800, 2009 | inhibition, % at 10.9 µM | 290,000 tested, 0.56% active | NS3 helicase DNA unwinding;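 active means inhibition above the mean of all tested compounds plus 3 SD, set per campaign, cut at about 35% in these data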;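 further: 0% = DMSO wells and 100% = thioflavine S control wells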
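Compound dosing – single dose, 10.9 µM nominal final, DMSO 0.8% final · System – NS3 helicase fragment of HCV · Buffer or medium – MOPS pH 6.5, MgCl2, DTT, Tween20, BSA · Signal – Cy5 beacon fluorescence read at start and 1 h · Also added – annealed dual-labelled DNA beacon duplex, ATP-started · Schedule – 1 h at 25 °C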
GalR3 antag = GalR3 antagonists in HEK293 cells, primary screen, cell-based, fluorescence readout; inhibition, % at 3 µM; Galanin receptor type 3 (Homo sapiens), O60755; HEK293 GalR3-CNG cAMP membrane potential fluorescence; galR3 body fused to GalR1 C-terminus; 360,000 tested, 0.44% active;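 active means inhibition above the screen-wide average plus 3 SD, cut at about 13% in these data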;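 further: forskolin and galanin both at EC90 stimulate the cells; cAMP rise reported by CNG channel membrane potential dye signal; 0% = forskolin plus galanin with DMSO and 100% = forskolin alone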
Target sequence (O60755 1-299 limits assumed): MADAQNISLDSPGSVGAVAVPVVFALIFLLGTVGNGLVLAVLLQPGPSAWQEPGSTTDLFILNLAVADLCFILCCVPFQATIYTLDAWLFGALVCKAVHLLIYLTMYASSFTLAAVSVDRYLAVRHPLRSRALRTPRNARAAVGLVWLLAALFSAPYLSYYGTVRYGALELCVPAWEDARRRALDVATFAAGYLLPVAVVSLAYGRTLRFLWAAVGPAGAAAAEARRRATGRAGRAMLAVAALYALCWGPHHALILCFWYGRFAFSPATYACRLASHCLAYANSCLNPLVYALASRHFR
* = called active by the depositor; nt = not tested or not shown; [ ] = remark or other dose.

nr	mol	CRFBP-R2 block	MEKK2mut PB1 HTS	MEKK3 PB1 HTS	DNA FID counter	MEKK2 WT-MEK5	SUMO HTRF inh	CRFBP-R2 agonist	NS3 helicase inh	GalR3 antag
1	Cc1ccn2c(NC3CCCC3)c(-c3ccccn3)nc2c1	-20	7	101	-11	109	-30	-0.5	3	-1
2	Cc1cccc(NC(=O)CSc2ncnc3c2oc2ccccc23)c1	2	10	109	-1	111	16	0.0	-3	4
3	Cc1ccc(S(=O)(=O)N2CCOCC2)cc1C(=O)Nc1c(C)n(C)n(-c2ccccc2)c1=O	9	-1	98	-1	97	-6	0.2	2	-2
4	CC1CCN(C(=O)CSCc2ccc(Cl)cc2)CC1	-1	3	107	-13	104	8	-2.7	5	-2
5	O=C(COC(=O)c1ccco1)NCc1ccc(Cl)cc1	-10	-9	101	-11	92	7	0.8	2	-4
6	CNC(=O)CS(=O)CC(=O)Nc1cc(OCCOC)c(Cl)cc1Cl (centres undefined)	34	-11	86	1	87	14	-4.8	-11	-4
7	O=C(CCS(=O)(=O)c1ccccc1)Nc1nc2cc3c(cc2s1)OCCO3	-16	11	107	-15	111	14	0.1	-6	-2
8	COc1ccc(CCNC(=O)CCS(=O)(=O)c2ccc3c(c2)NC(=O)CO3)cc1OC	-5	-3	97	-16	100	3	2.4	-20	5
9	C[N+]12CCCCC1C(COC(=O)c1ccc3c(c1)OCO3)CCC2 (centres undefined)	-5	-55	86	0	59	-6	1.8	-5	-1
10	COC(=O)c1c(Oc2nc(OC)cc(OC)n2)cccc1Oc1nc(OC)cc(OC)n1	34	-2	99	-4	103	-8	-0.3	3	-4
11	Cc1ccc(S(=O)(=O)CC(=O)c2ccccc2)cc1	9	nt	nt	-5	nt	-19	-6.0	-10	2
12	Cc1cc(OCC#N)nc(N)n1	-5	4	103	-5	98	18	-2.1	12	7
13	Cc1ccccc1OCC(=O)Nc1sc(C(=O)Nc2cccc(C)c2C)c(C)c1C#N	24	6	104	1	103	22	1.1	3	nt
14	COc1ccc(C(=O)OCC(=O)N(C)C2CCS(=O)(=O)C2)cc1S(=O)(=O)N1CCCc2ccccc21 (centres undefined)	-5	-9	94	-32	86	11	-1.0	-3	7
15	COCc1nnc(NC(=O)c2ccc(S(=O)(=O)N(C)Cc3ccccc3)cc2)o1	-2	0	103	-36	102	7	0.0	4	-8
16	Cn1nnnc1SCC(=O)Nc1ccccc1Cc1ccccc1	3	-24	3.0*[inhibitor]	-5	3.0*[inhibitor]	31	-0.7	3	3
17	Cc1ccccc1/C=N/n1c(-c2cc(-c3ccccc3)n[nH]2)n[nH]c1=S	-3	-8	108	-2	95	29	3.1	0	-7
18	COc1ccc(Br)cc1CNC(=O)C1CCN(S(=O)(=O)N2CCCCC2)CC1	6	4	100	-32	104	-2	0.8	-9	-10
19	CN(C)c1nc(-c2cccs2)cc(C(F)(F)F)c1C#N	-11	-19	93	-3	76	-9	6.4	4	-6
20	COC(=O)Nc1ccc(C)c2nsnc12	-40	nt	nt	5	nt	13	1.9	-4	-4
21	Cc1nnc(SCC2=C(C(=O)O)N3C(=O)C(NC(=O)c4cccc(F)c4F)C3SC2)s1 (centres undefined)	8	-6	99	-29	98	18	0.3	26	-2
22	CCOC(=O)c1c(NC(=S)N2CCN(C)CC2)sc(C)c1-c1ccccc1	4	2	98	2	108	8	0.3	-41	-2
23	OC(CN1CCCCCC1)CN(c1ccccc1)c1ccccc1 (centres undefined)	-11	1	102	16	117	4	-0.9	-12	-7
24	COc1cccc(/C=C2\SC(=S)N(CC3CCCO3)C2=O)c1 (centres undefined)	-3	0	132	-1	109	-4	0.1	-2	-2
25	Cc1ccc(S(=O)(=O)N2CCCC(C(=O)N(Cc3cccs3)C3CC3)C2)cc1 (centres undefined)	24	0	100	-31	96	2	1.2	9	-5

Part of the list above, with two lines to a compound.
Values run as follows: CRFBP-R2 block	MEKK2mut PB1 HTS	MEKK3 PB1 HTS	DNA FID counter	MEKK2 WT-MEK5	SUMO HTRF inh	CRFBP-R2 agonist	NS3 helicase inh	GalR3 antag
10) COC(=O)c1c(Oc2nc(OC)cc(OC)n2)cccc1Oc1nc(OC)cc(OC)n1
  34	-2	99	-4	103	-8	-0.3	3	-4
12) Cc1cc(OCC#N)nc(N)n1
  -5	4	103	-5	98	18	-2.1	12	7

Next entries.
nr	mol	CRFBP-R2 block	MEKK2mut PB1 HTS	MEKK3 PB1 HTS	DNA FID counter	MEKK2 WT-MEK5	SUMO HTRF inh	CRFBP-R2 agonist	NS3 helicase inh	GalR3 antag
26	COc1ccc(OCCNC(=O)c2ccccc2OCC(=O)N2CCCCC2)cc1	20	-3	89	-34	98	2	-0.1	-3	-5
27	CC1(C(=O)Nc2cccc(S(=O)(=O)N3CCOCC3)c2)Cc2ccccc2C(=O)O1 (centres undefined)	1	-10	95	-22	85	4	0.2	8	-4
28	Cc1ccnc(OC(C(=O)O)C(OCc2ccccc2)(c2ccccc2)c2ccc(C(F)(F)F)cc2)n1 (centres undefined)	9	3	100	-19	103	31	-2.0	18	-2
29	Cc1ccc(C)c(CS(=O)(=O)c2cn(CC(=O)N3CCC(C)CC3)c3ccccc23)c1	1	16	107	-6	112	-1	-0.5	-2	0
30	CCOC(=O)Cc1nn2c(=O)cc(C)nc2s1	-35	7	104	-3	103	11	-0.1	-1	0
31	O=C(Nc1ccc(C(F)(F)F)cc1)c1ccc2nc[nH]c2c1	-6	-2	96	2	95	-10	-2.5	-9	-5
32	O=C1CN(c2nc(-c3ccccc3)c3cc(Cl)ccc3n2)c2ccccc2N1	7	4	99	-4	99	4	10	-13	-10
33	COc1cc2cc(CN(CCO)S(=O)(=O)c3ccccc3Cl)c(=O)[nH]c2cc1OC	6	4	105	-9	104	19	0.2	-14	-3
34	CCC(C)c1nc2c(c(N3CCC3=O)c1-c1ccccc1)CCCC2 (centres undefined)	8	6	106	nt	106	nt	-5.2	nt	-3
35	Cc1ccc(-c2nnn(CC(=O)N(Cc3ccco3)C(C(=O)NC(C)(C)C)c3ccc(C)o3)n2)o1 (centres undefined)	2	4	106	-33	98	18	-2.5	5	1
36	COc1ccc(S(=O)(=O)NC2CCCC2)cc1C(N)=O	-10	1	102	-2	101	9	2.3	-2	-1
37	CCC1c2ccc(C)n2CCN1C(=O)Nc1ccc(F)cc1 (centres undefined)	10	7	94	4	101	20	11	5	1
38	Cn1nc(C(F)(F)F)c(C#N)c1N1CCN(c2ccccc2)CC1	-3	-1	94	-8	95	4	0.4	-1	-2
39	CCc1ccc(NC(=O)C2CCCN(S(=O)(=O)c3cccnc3)C2)cc1 (centres undefined)	-4	0	104	-34	102	12	2.3	-4	-6
40	COc1ccc(OC)c(/C=C2/Sc3ccccc3C2=O)c1	-207	-13	91	3	83	21	197*	1	-7
41	N#CCCN(C(=O)c1cc2c(s1)-c1ccccc1S(=O)(=O)C2)c1ccccc1	2	-1	99	-30	98	0	-4.9	4	5
42	Cc1ccccc1CSCCNC(=O)CN(c1ccc2c(c1)OCO2)S(C)(=O)=O	-1	12	112	-11	114	3	-2.6	1	-1
43	O=C(NC1CCCCC1)N1CCCCCC1	-5	1	100	5	101	19	-1.3	9	-7
44	CC1(C)CC2CC(C)(CN2C(=O)COc2cccc3ccccc23)C1 (centres undefined)	-20	0	97	-9	101	10	-0.8	-7	6
45	Cc1cc(C)cc(C(=O)N2CCC(CCC(=O)NC3CC3)CC2)c1	7	6	106	-23	106	11	0.2	3	0
46	Cc1nn(CC(=O)Nc2nnc(C(C)C)s2)c(=O)c2ccccc12	0	-14	100	11	84	8	-0.7	1	-2
47	CC(=O)C1=C(c2ccccc2)NC(=O)NC1c1ccccc1OCC(=O)Nc1ccccc1 (centres undefined)	-35	0	103	-9	98	11	0.1	3	-2
48	CCCCCCCCC(=O)N/N=C/c1cccc(Br)c1	-18	-4	92	-7	94	4	1.1	2	-4
49	COC(=O)c1ccc(Oc2nc(N(C)C)nc(N3CCOCC3)n2)cc1	-7	-1	101	-16	104	-2	-0.5	-9	-1
50	Cc1nc(-c2cccc(S(=O)(=O)N3CC(C)OC(C)C3)c2)cs1 (centres undefined)	-42	4	100	-15	106	11	1.9	-5	-1
51	CC(C)CCNC(=O)c1cc2c(=O)[nH]c3ccccc3c2s1	-25	12	107	-20	110	6	8.9	6	-10
52	Cc1cccn2c(=O)c3cc(C(=O)N(C)C)n(C)c3nc12	9	-3	96	-4	95	28	0.7	-1	-3
53	CN(CCN1CCc2ccccc2C1)Cc1nc(Cc2ccccc2F)no1	-2	-1	99	6	101	7	-0.2	-21	2
54	O=C(CO/N=C/c1ccccc1Cl)N1CCCc2ccccc21	31	3	99	-15	100	13	-6.0	-8	0
55	Fc1ccc(OCCCCCN2CCCC2)cc1	0	14	105	-2	125	-6	-0.6	-2	-8
56	O=C(NCc1cccnc1)C1CC(c2ccccc2O)=NO1 (centres undefined)	0	4	110	0	109	4	1.3	3	-1
57	COc1ccc(CNC(=O)CSc2nc3ccccc3n2C(C)=O)cc1	-5	10	109	-3	110	18	0.2	1	-9

Quoted from above, entries 47 to 56
nr	mol	CRFBP-R2 block	MEKK2mut PB1 HTS	MEKK3 PB1 HTS	DNA FID counter	MEKK2 WT-MEK5	SUMO HTRF inh	CRFBP-R2 agonist	NS3 helicase inh	GalR3 antag
47	CC(=O)C1=C(c2ccccc2)NC(=O)NC1c1ccccc1OCC(=O)Nc1ccccc1 (centres undefined)	-35	0	103	-9	98	11	0.1	3	-2
48	CCCCCCCCC(=O)N/N=C/c1cccc(Br)c1	-18	-4	92	-7	94	4	1.1	2	-4
49	COC(=O)c1ccc(Oc2nc(N(C)C)nc(N3CCOCC3)n2)cc1	-7	-1	101	-16	104	-2	-0.5	-9	-1
50	Cc1nc(-c2cccc(S(=O)(=O)N3CC(C)OC(C)C3)c2)cs1 (centres undefined)	-42	4	100	-15	106	11	1.9	-5	-1
51	CC(C)CCNC(=O)c1cc2c(=O)[nH]c3ccccc3c2s1	-25	12	107	-20	110	6	8.9	6	-10
52	Cc1cccn2c(=O)c3cc(C(=O)N(C)C)n(C)c3nc12	9	-3	96	-4	95	28	0.7	-1	-3
53	CN(CCN1CCc2ccccc2C1)Cc1nc(Cc2ccccc2F)no1	-2	-1	99	6	101	7	-0.2	-21	2
54	O=C(CO/N=C/c1ccccc1Cl)N1CCCc2ccccc21	31	3	99	-15	100	13	-6.0	-8	0
55	Fc1ccc(OCCCCCN2CCCC2)cc1	0	14	105	-2	125	-6	-0.6	-2	-8
56	O=C(NCc1cccnc1)C1CC(c2ccccc2O)=NO1 (centres undefined)	0	4	110	0	109	4	1.3	3	-1

Assay outcomes deposited in PubChem by several laboratories.

Some of the compounds tested; count on the stated rates, not on these rows.
